Screening data as filed in PubChem BioAssay.
IDE cell inh: inhibits human insulin-degrading enzyme in HEK cells; P14735; FAbetaB cleavage, fluorescence polarization; inhibition, % at 5.59 µM; actives 0.41% (n = 320,000); AID 434962;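 active = percent inhibition above the average of all tested compounds plus 3 SD, set per screening campaign, cut at about 16% in these data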;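 also: IDE supplied by intact live HEK cells; FP after avidin binding of uncleaved biotin substrate so inhibition keeps polarization high; 0% = DMSO wells and 100% = 60 µM reference IDE inhibitor Ii1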
IMP-1 inhibitor: blocks Pseudomonas aeruginosa IMP-1 metallo-beta-lactamase; purified IMP-1, nitrocefin hydrolysis, epi-absorbance fluorescence; inhibition, % at 5.6 µM; actives 0.45% (n = 290,000); AID 1556;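 active = inhibition above the mean plus 3 SD of all compounds in the same screening run, cut at about 4.5% in these data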;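 also: 0% = IMP-1 with DMSO and 100% = DMSO wells lacking enzyme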
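System: purified IMP-1 / Input: IMP-1 dispensed at 0.2 nM / Medium: 50 mM HEPES pH 7.1, 50 µM ZnSO4, 0.05% Brij 35 / Timing: 15 min enzyme–compound preincubation, then 25 min nitrocefin reaction, 25 °C / Technique: plate fluorescence quenching by hydrolysis product, ex 480/em 530 nm / Repeats: singlicate testing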
p-CIP stab down: compounds decreasing mouse p/CIP protein stability. F442A p/CIP-EGFP cells, EGFP fluorescence, 16 h. decrease of EGFP signal, % at 10 µM. actives 0.01% (n = 290,000);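 active = EGFP signal decrease of at least 30% at 10 µM or well 3 SD below plate mean, unless failing retest; inactive = the rest, including hits failing retest or dose response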; also: some compounds called inactive have numbers as strong as hits; many of its hits are not listed in these tables
CRFR2-BP antag: blocks CRF-induced signaling of the CRF-BP/CRF-R2 complex. HEK293 CRF-R2/CRF-BP, CRF-induced calcium fluorescence. inhibition, % at 11.8 µM. actives 0.59% (n = 350,000). AID 588475;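 active = inhibition of the ligand-induced calcium signal above about 50% at the single tested concentration, limit read from the data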
VIM-2 inhibitor: inhibitors of Pseudomonas aeruginosa VIM-2 metallo-beta-lactamase; purified VIM-2, nitrocefin hydrolysis, epi-absorbance fluorescence; inhibition, % at 5.6 µM; actives 0.89% (n = 290,000);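 active = inhibition above the mean of all tested compounds plus 3 SD, cutoff set per screening run, cut at about 7.5% in these data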;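 also: red hydrolysis product quenches plate fluorescence so inhibitors raise well fluorescence; 0% = enzyme with DMSO and 100% = DMSO without enzyme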
UBC9 SUMO inh: SUMOylation inhibition. actives 0.36% (n = 290,000). HTRF SUMOylation assay, SAE1/SAE2 + UBC9, in vitro. inhibition, % at 35 µM. AID 2006; in the data active = inhibition above about 50%, passing the limit was not always enough; also: strong numbers were not always called active
IDE act: IDE (human) activation, cell-based; P14735; HEK cells, FAbeta-B cleavage, fluorescence polarization; 0% vehicle, 100% cell-free pure enzyme wells; activation, % at 5.96 µM; actives 0.073% (n = 340,000);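 active = activation above the mean of all tested compounds plus 3 SD, set per screening campaign, cut at about 17% in these data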
NS3 helicase inh: blocks Hepatitis C virus NS3 helicase unwinding; NS3 helicase DNA unwinding, Cy5 molecular beacon fluorescence; inhibition, % at 10.9 µM; actives 0.56% (n = 290,000);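 active = inhibition above the mean of all tested compounds plus 3 SD, set per campaign, cut at about 35% in these data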;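 also: 0% = DMSO wells and 100% = thioflavine S control wells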
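test system = hepatitis C virus NS3 helicase domain fragment enzyme | reagent = annealed dual-labelled DNA beacon duplex, ATP-started | times = 1 h at 25 °C | detection = Cy5 fluorescence, 0 and 60 min reads | read-out basis = percent inhibition from t60/t0 fluorescence ratio | control set = DMSO and thioflavine S | replication = one well per compound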
GalR3 antagonist: human GalR3 antagonism; O60755; HEK293 GalR3-CNG cAMP membrane potential fluorescence; galR3 body fused to GalR1 C-terminus; inhibition, % at 3 µM; actives 0.44% (n = 360,000); AID 651719;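 active = inhibition above the screen-wide average plus 3 SD, cut at about 13% in these data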;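 also: forskolin and galanin both at EC90 stimulate the cells; cAMP rise reported by CNG channel membrane potential dye signal; 0% = forskolin plus galanin with DMSO and 100% = forskolin alone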
Starred values were filed as active, the others as inactive; nt = not tested or not shown.

IDE cell inh	IMP-1 inhibitor	p-CIP stab down	CRFR2-BP antag	VIM-2 inhibitor	UBC9 SUMO inh	IDE act	NS3 helicase inh	GalR3 antagonist	SMILES
5	-1.3	7	-8	-3.1	5	4	13	0	Cc1ccccc1C(=O)N/N=C/c1ccc(Sc2ccccn2)o1
6	-2.6	-9	-10	-0.1	30	-5	-4	12	Cc1cc(C)nc(SCc2nnc(SCC(=O)Nc3nc(-c4ccccc4)cs3)n2-c2ccccc2)n1
1	-1.5	-5	-14	0.9	15	7	-4	-7	COc1ccc(OC)c(NC(=O)CN2C(=O)NC3(CCOc4ccccc43)C2=O)c1 (stereo unspecified)
1	-3.8	5	-5	-3.8	0	-1	3	-1	O=C(CN1CCN(Cc2ccccc2Cl)C1=O)NCc1ccccn1
8	-1.5	-9	11	-2.0	6	4	5	6	Cc1sc2nc(CSCC(=O)Nc3ccc(OC(F)F)cc3)[nH]c(=O)c2c1C
0	-4.5	-2	-7	-2.0	-1	2	4	-7	CN(Cc1ccccc1)C(=O)c1cccc(C(=O)N(C)Cc2ccccc2)c1
3	-3.4	-6	22	-2.9	-1	3	-1	-5	O=C(c1c[nH]c2ccccc12)C(F)(F)F
8	-4.9	13	18	-2.4	11	-1	12	-10	CCCCCN1N=C(C)CC1=O
1	-3.0	5	15	-2.3	-4	-2	0	-4	O=[N+]([O-])c1cccnc1Oc1ccc(F)cc1F
-1	-2.7	-17	-5	-3.3	8	-4	10	-4	O=C(Nc1ccnn1C1CCN(C(=O)c2cccc(Cl)c2)CC1)C1CCOC1 (stereo unspecified)
0	-1.5	-18	-4	-1.3	1	-3	1	-6	CC(=O)NC(Cc1ccccc1F)C(=O)NC1CCN(C(=O)Nc2ccc(C)cc2)CC1 (stereo unspecified)
3	nt	nt	-15	nt	nt	-1	nt	-1	CC1(C)CC2CC(C)(CN2C(=O)COC(=O)c2ccccc2C(F)(F)F)C1 (stereo unspecified)

More compounds:
IDE cell inh	IMP-1 inhibitor	p-CIP stab down	CRFR2-BP antag	VIM-2 inhibitor	UBC9 SUMO inh	IDE act	NS3 helicase inh	GalR3 antagonist	SMILES
-2	-3.6	-6	-3	-1.5	22	-1	3	0	COc1ccc(/C(O)=C2\C(=O)C(=O)N(c3cc(C)on3)C2c2ccccc2OC)cc1 (stereo unspecified)
2	-3.0	-20	1	-0.9	6	4	-1	-2	NC(=O)CC(NC(=O)c1ccccc1)c1ccc(N2CCCCCCC2)c([N+](=O)[O-])c1 (stereo unspecified)
3	-2.4	-11	19	0.1	16	0	0	-6	Cc1ccc(/C=N/NC(=S)NCCc2ccccc2)s1
4	-2.9	-6	5	-0.5	-2	-1	4	-2	COC(=O)c1cc(C(=O)OCC(=O)N(C)C2CCS(=O)(=O)C2)cc([N+](=O)[O-])c1 (stereo unspecified)
6	-3.8	-1	8	-3.7	21	-2	4	-14	COc1cccc(-n2nnnc2SCC(=O)Nc2ccc(NC(C)=O)cc2)c1
1	4.6*	0	-5	-0.6	1	6	11	-6	CS(=O)(=O)N(CC(=O)Nc1cc(Cl)ccc1Cl)c1ccccc1
23*	-0.7	7	9	-0.4	-15	-28	0	-5	COc1ccccc1NC(=O)N1CCN(c2ccnc3cc(Cl)ccc23)CC1
-2	-0.4	0	16	-0.5	20	5	-5	4	O=[N+]([O-])c1ccccc1N/N=C\c1ccccc1F
4	-2.0	0	12	-3.3	-13	2	-4	-7	CCOc1ccccc1N(CC(=O)NCc1ccccc1)C(=O)CCC(=O)Nc1cc(C)ccn1
-3	-9.1	4	13	-3.8	7	-4	-5	-9	CCCCN(CCCC)CCCNC(=O)CC1Oc2ccc(C)cc2NC1=O (stereo unspecified)
3	-1.0	-18	10	-2.2	-8	6	5	-5	COc1ccc(-c2ccc(CO)o2)cc1N
-6	-3.6	2	-31	-2.7	-2	-1	0	-4	CC(C)n1c2ccccc2c2cc([N+](=O)[O-])ccc21

(more compounds)
IDE cell inh	IMP-1 inhibitor	p-CIP stab down	CRFR2-BP antag	VIM-2 inhibitor	UBC9 SUMO inh	IDE act	NS3 helicase inh	GalR3 antagonist	SMILES
-1	-2.1	-9	0	-1.9	5	-1	5	-9	CN1C(=O)Cc2cc(S(=O)(=O)NCCc3ccccc3)ccc21
-5	-2.4	-4	-29	-6.1	10	6	-16	-1	CCC(C)(C)NC(=O)C(c1cccc(OC)c1)N(C(=O)c1ccn[nH]1)c1cccc(OC)c1 (stereo unspecified)
-4	-4.2	-6	3	-0.2	3	3	-7	nt	CC(=O)NC(CCS(C)(=O)=O)C(=O)Nc1ccc2c(c1)OCO2 (stereo unspecified)
-2	0.3	-10	-10	1.2	18	5	16	3	CCn1c(=NC(=O)C2COc3ccccc3O2)sc2c(C)ccc(OC)c21 (stereo unspecified)
-2	0.3	2	-1	-0.9	11	0	6	-8	COc1ccc(/C=N/NC(=O)c2ccncc2)cc1Cn1nc([N+](=O)[O-])c(Br)c1C
0	-3.5	-6	-1	-3.2	22	4	1	-4	Cc1ccc(C(=O)Nc2ccccc2C(=O)N2CCCCCC2)cc1
-1	-2.0	2	0	-3.3	-19	5	3	1	O=C(Nc1cccc([N+](=O)[O-])c1)N1CCCCCC1
-3	0.2	-12	-7	1.5	2	-9	-29	-3	COc1ccc(C2c3ccc4ccccc4c3Oc3ncn(CCCO)c(=N)c32)cc1 (stereo unspecified)
1	-0.9	3	99*	-2.6	-2	5	-1	nt	O=c1ccc2cc(S(=O)(=O)NCc3ccccc3)ccc2[nH]1
-3	-0.9	-8	-1	-2.1	-6	2	3	-1	CC(C)C(NS(=O)(=O)c1ccccc1)C(=O)OCc1cc([N+](=O)[O-])cc2c1OCOC2 (stereo unspecified)
4	-1.9	2	8	-2.3	0	6	12	1	COC(=O)C1CC(O)CN1S(=O)(=O)c1cccs1 (stereo unspecified)
-2	-0.9	1	2	0.1	0	5	-5	-13	NC(=O)CSc1nc2ccccc2c(=O)n1Cc1ccccc1

Continuation:
IDE cell inh	IMP-1 inhibitor	p-CIP stab down	CRFR2-BP antag	VIM-2 inhibitor	UBC9 SUMO inh	IDE act	NS3 helicase inh	GalR3 antagonist	SMILES
-6	-0.8	-11	-3	0.4	21	4	9	2	Cc1ccc(-n2nc3c(c2NC(=O)c2c(F)cccc2Cl)CS(=O)(=O)C3)cc1C
1	-0.6	-12	6	-0.2	7	-1	-5	-1	O=C(CCCC(=O)Nc1cccnc1)Nc1cccnc1
-2	nt	nt	-11	nt	nt	0	nt	-5	Cc1cc(OCC(=O)OCC(=O)Nc2cc(S(=O)(=O)N3CCOCC3)ccc2Cl)ccc1Cl
-3	nt	nt	0	nt	nt	1	nt	0	COC(=O)NNC(=O)C(c1ccccc1)c1ccccc1
-2	-1.4	-14	22	-4.9	16	-1	-5	0	COc1ccc(-c2noc(-c3cccc(OC)c3OC)n2)cc1OC
1	-2.0	-13	-11	-0.4	7	0	6	13*	COC(CNS(=O)(=O)c1ccc(S(=O)(=O)N2CCCC2)cc1)OC
-3	-3.1	-9	-4	0.1	-4	1	-20	-6	CC(C)CN1CCC(=O)N([C@H](CSc2ccccc2)Cc2ccccc2)CC1
-9	-3.3	2	9	-2.9	13	1	3	-1	COC(=O)c1cc(C)nc(N)c1C#N
3	-2.9	-21	-20	0.2	-4	-5	-4	1	CN(c1ccccc1)c1nc(N)c([N+](=O)[O-])c(Nc2cccc(F)c2)n1
7	-1.9	-14	-6	-1.1	9	4	-6	-5	COc1cccc(N=c2oc3c(C)ncc(CO)c3cc2C(N)=O)c1
nt	-5.4	-8	14	-2.5	2	7	6	-1	Cc1c(Cl)cccc1NC(=O)NN1CCN(C)CC1
-2	-1.7	-2	-7	-1.8	11	1	21	-4	Cc1ccc(N2C(=O)C3C(C2=O)C(C(=O)c2ccc(Cl)cc2)N2CCCC32)cc1 (stereo unspecified)

(list continues)
IDE cell inh	IMP-1 inhibitor	p-CIP stab down	CRFR2-BP antag	VIM-2 inhibitor	UBC9 SUMO inh	IDE act	NS3 helicase inh	GalR3 antagonist	SMILES
4	-2.0	0	4	-3.7	-21	-6	1	0	C[C@@]1([C@@H](NC(=O)c2cccs2)c2ccc(-c3ccccc3)cc2)C[C@H]1C1CCCCC1
-4	-2.2	2	3	1.1	8	2	26	2	O=C(CSc1ncnc2scc(-c3ccccc3)c12)Nc1ccc(C(=O)O)cc1
1	-2.7	-12	-6	-4.2	-1	4	-6	-2	COc1ccccc1NC(=O)CSc1nnnn1-c1ccc(C)cc1
0	-4.8	-10	1	-4.4	12	1	-3	-2	CC(=O)NS(=O)(=O)c1cccnc1Nc1ccc(Cl)cc1
5	-2.8	-7	-26	1.4	16	-4	4	nt	COc1ccc(-c2nc3n(n2)C(=O)CC(c2ccco2)S3)cc1 (stereo unspecified)
-5	-1.1	8	5	1.4	23	4	-4	-2	O=C1C2C3C=CC(C3)C2C(=O)N1c1n[nH]c(-c2cccnc2)n1 (stereo unspecified)
2	-0.9	-16	1	-2.8	7	4	-11	-9	Cc1ccc2c(c1)[C@@H](O)C[C@@H](C)N2N=O
5	nt	nt	4	nt	nt	-1	nt	-2	Cc1ccc(CNC(=O)c2cc(-c3ccccc3)nn2CC2CC(c3cccnc3)=NO2)cc1 (stereo unspecified)
4	-1.4	-4	-5	-1.1	8	3	-2	-8	CCc1ccc(-c2cc3c(=O)n(CC(=O)N4CCCCCC4)nc(C)n3n2)cc1
1	-2.9	4	9	-1.3	1	3	-5	-2	C=CC[n+]1c(C)csc1Nc1ccc(C(=O)O)cc1
